# aSyn UTR inh – MLPCN primary screen, SNCA 5' untranslated region; alpha-synuclein 5'UTR reporter, inhibitor activity; inhibition, % (tested at 7.5 µM); 300,000 compounds, 0.82% hits; AID 1813; in the data active = inhibition above about 60%; inconclusive = no clear call, values can overlap the other calls;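 note: H4 neuroglioblastoma cells stably carrying SNCA 5'UTR luciferase fusion; 0% = DMSO wells and 100% = positive control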
# HSF1 activator – increases HSF-1 driven luciferase reporter signal; NIH3T3-HGL HSF-1 luciferase reporter, MG132, 8 h; 100% = twice DMSO control signal; 300,000 compounds, 1.7% hits; activation, % at 9 µM;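 active = mean replicate activation of at least 50% with a set share of replicates each reaching 50%; inconclusive = only one of those two conditions met; inactive = mean below 50% and too few replicates reaching it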;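 note: 0% = median of the neutral control wells and 100% = twice that signal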
# AI-2 QS modul – modulates the Vibrio harveyi AI-2 quorum sensing system; Vibrio harveyi JMH597 AI-2 luminescence/OD600 ratio, 9 h; hits give low values; strain lacks LuxN and CqsS sensors; 0 = neutral-control median; activity change, % at 7.5 µM; 300,000 compounds, 0.4% hits; in the data active = activity change below about -75%, passing the limit was not always enough; inconclusive = no clear call, values can overlap the other calls;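 note: luminescence divided by OD600 gain over 9 h not by final OD600 alone; inactives centre near 13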
# KLF5 inhibitor – suppresses KLF5 promoter-driven expression. DLD-1 KLF5 promoter-luciferase reporter, luminescence. 290,000 compounds, 0.23% hits. inhibition, % at 5 µM. AID 1700;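 active = inhibition above a per-plate limit of that plate's mean compound inhibition plus 3 SD, cut at about 60% in these data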;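 note: 0% = DMSO wells and 100% = LY294002 at 200 µM; higher means less KLF5 promoter-driven luciferase light; inactives centre near -14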
# HIF activator – HIF pathway transcriptional activation; U2OS HRE-luciferase reporter, luminescence; normalized: DMSO 0%, desferrioxamine 100%; activation, % at 7.5 µM (by protocol); 300,000 compounds, 0.32% hits;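 active = mean activation of at least 10% of the iron chelator positive control signal, with at least half of replicates also reaching 10%; inconclusive = mean and replicate majority disagree about reaching 10%; inactive = mean and most replicates under 10%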
# IEC-6 tox – kills IEC-6 intestinal cells in KLF5 counter-screen; IEC-6 cytotoxicity, luminescence viability; AID 1825; inhibition, % at 5 µM; 290,000 compounds, 0.78% hits; in the data active = inhibition above about 22%;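 note: 0% = plate median of test compound wells and 100% = cytotoxic reference compound wells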
# HSP90 inh – blocks HSP90-mediated luciferase refolding in reticulocyte lysate. inhibition, % at 5.6 µM. AID 1789. Rabbit reticulocyte lysate, luciferase refolding luminescence, 3 h. 290,000 compounds, 0.91% hits;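 active = inhibition above the screen-wide mean plus 3 SD, computed separately per campaign, cut at about 16% in these data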;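 note: 0% = DMSO wells and 100% = 60 µM geldanamycin wells; inhibitors lower the luminescence because luciferase stays unfolded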
# HDAC3 inhib – inhibitors of human histone deacetylase 3; O15379; recombinant HDAC3, fluorogenic peptide/trypsin coupled, fluorescence; inhibition, % at 8.3 µM; 320,000 compounds, 0.15% hits; in the data active = inhibition above about 26%, passing the limit was not always enough; inconclusive = no clear call, values can overlap the other calls
# Target sequence (O15379 whole entry, looked up): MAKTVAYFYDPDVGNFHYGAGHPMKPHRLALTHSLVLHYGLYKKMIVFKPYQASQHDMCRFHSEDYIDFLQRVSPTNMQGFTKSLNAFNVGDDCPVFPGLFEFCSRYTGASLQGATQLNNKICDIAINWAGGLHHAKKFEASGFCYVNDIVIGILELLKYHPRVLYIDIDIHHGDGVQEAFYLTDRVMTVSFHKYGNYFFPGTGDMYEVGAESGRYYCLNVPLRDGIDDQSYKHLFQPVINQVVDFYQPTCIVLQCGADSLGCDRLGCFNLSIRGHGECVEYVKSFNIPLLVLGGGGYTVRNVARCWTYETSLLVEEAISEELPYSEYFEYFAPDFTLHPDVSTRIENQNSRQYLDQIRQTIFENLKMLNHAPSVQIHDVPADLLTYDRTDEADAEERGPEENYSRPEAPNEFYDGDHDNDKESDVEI
# Platelet DG rel – platelet dense granule release activity. human platelet-rich plasma, SFLLRN dense granule ATP release, luminescence. inhibition, %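 (compounds screened at 7.5 µM in platelet-rich plasma)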. 300,000 compounds, 0.22% hits. AID 1663;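 active = mean replicate score, as percent of positive control, at or above 50; inconclusive = mean below 50 but at least one replicate at or above 50; inactive = mean and every replicate below 50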
# HSF1 inhib – HSF1 inhibition | NIH3T3-HGL HSE-luciferase, MG132-induced, luminescence 8 h; hits give low values | activity change, negative = inhibition, % at 7.5 µM (by protocol) | 300,000 compounds, 0.77% hits;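 active = more than half of replicate wells show activity change below -50%, luminescence cut by over half; inconclusive = some wells, but at most half, below -50%; inactive = no replicate well below -50%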;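 note: luciferase reports HSF-1 transcriptional activity via heat shock element; 0% = median of DMSO wells and -100% = zero luminescence signal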
# The depositor's hits bear a star; ? = inconclusive; · = not tested or not shown.
SMILES,aSyn UTR inh,HSF1 activator,AI-2 QS modul,KLF5 inhibitor,HIF activator,IEC-6 tox,HSP90 inh,HDAC3 inhib,Platelet DG rel,HSF1 inhib
COc1ccc(CCNc2oc(-c3ccccc3OC)nc2C#N)cc1OC,17.0,48.2,34.5,-24.7,0.4,3.1,4.9,-20.8,4.2,40.6
CCC(=O)N1CCN(c2ccc(NC(=O)COc3cccc(C)c3C)cc2)CC1,-3.2,4.3,15.5,-6.2,0.3,-4.6,-4.1,-1.7,-21.4,5.2
O=S(=O)(c1ccc(Cl)c2ccccc12)N1CCCC1,12.8,-19.1,18.7,-16.9,-0.4,-1.0,-0.3,-6.0,-5.2,-6.0
O=C(Nc1cc(S(=O)(=O)N2CCCCC2)ccc1N1CCOCC1)c1cc(=O)[nH]c2ccccc12,0.2,-16.0,-0.2,-25.4,-0.6,-8.9,-6.1,·,-5.5,-0.5
CCOC(=O)C1C(=O)NC(N2CCCCC2)=NC1c1ccccc1 (stereo unspecified),5.1,-9.2,19.8,-0.2,-0.2,-6.2,1.0,8.6,-6.3,-5.6
COc1ccc(N2C(=O)CC(Sc3nc4ccccc4s3)C2=O)cc1OC (stereo unspecified),0.0,-7.4,6.4,-46.8,0.3,-8.2,-1.0,-7.4,4.0,-12.9
COc1ccccc1/C=C(/C#N)C(=O)O,-10.6,-10.6,22.9,-11.1,-32.1,2.0,0.6,3.4,2.2,2.5
N/C(=N\OC(=O)c1ccccc1Cl)c1ccc(Cl)cc1,-44.4,7.1,26.1,3.1,1.4,-1.1,-2.6,3.8,3.8,2.2
COc1cc(CNc2ccccc2SC)cc(OC)c1OC,-24.8,0.7,15.9,-10.2,0.1,5.3,1.5,4.2,2.9,0.8
COC(=O)c1cc(CN2CCN(c3ccccc3)CC2)ccc1O,1.0,3.9,33.4,-26.8,-1.0,-5.5,-0.3,-4.0,4.0,4.8
COc1cc(OC)cc(C(=O)NCC(=O)OCC(=O)C(C)(C)C)c1,7.8,5.4,16.2,-17.8,-0.1,-5.2,-3.4,-3.5,-1.3,-5.4
COCCCN(C(C)=O)c1nc(-c2ccccc2)cs1,-145.9,20.3,19.6,-128.6,2.6,-1.5,1.3,1.4,3.7,8.8
CCC(=O)Nc1ccc(-c2nc(-c3ccccc3)n(CC(=O)N3CCCCC3)n2)cc1,-3.5,-8.0,14.3,15.1,-0.3,1.2,-2.1,3.1,16.6,-7.0
CN1CCN(C(CNS(=O)(=O)c2ccc(F)cc2)c2cccnc2)CC1 (stereo unspecified),3.0,-5.8,3.0,-19.6,0.5,-4.1,-1.9,1.5,-2.9,-1.9
N#Cc1ccc(CSc2nnc(Nc3ccccc3)s2)cc1,4.2,20.1,4.1,-0.7,-0.3,6.0,5.9,-7.5,-1.2,12.2
Cn1c2c(c(=O)n3ncnc13)CCCC2,0.8,-5.8,19.4,12.0,-0.2,3.2,3.8,-1.0,-0.2,-3.7
CC(C)C(=O)NCC(c1cccs1)S(=O)(=O)c1ccc(F)cc1 (stereo unspecified),-19.5,-4.6,10.4,2.2,0.6,7.2,1.4,3.1,4.4,-2.4
Clc1cccc(Nc2nc(N3CCOCC3)nc(N3CCOCC3)n2)c1,11.5,-3.4,0.1,-7.8,0.2,4.2,1.2,-0.5,-2.8,-6.3
O=C(CCNC(=O)Cn1ccc2ccccc2c1=O)NCCN1CCc2ccccc2C1,0.5,6.4,10.3,-12.4,-0.8,-0.7,0.1,1.6,·,-3.4
C/C(=N\NC(=O)c1ccc(OC2OCCOC2Oc2ccc(C(=O)N/N=C(\C)c3ccncc3)cc2)cc1)c1ccncc1 (stereo unspecified),29.9,1.6,6.5,-34.4,0.0,-9.1,-1.5,?,4.4,11.6
O=C(NCCS(=O)(=O)N1CCN(Cc2ccccc2)CC1)c1ccc(F)cc1,6.8,-1.5,6.4,·,0.3,·,·,3.3,6.4,6.7
COc1cc(/C=C/C(=O)N2CCc3ccccc3C2)cc(OC)c1OC,1.0,39.0,9.8,-6.2,-2.5,-6.5,-1.0,-7.2,-7.0,4.3
COc1ccc(/C=N/N2CCOCC2)cc1COc1ccc(Cl)cc1,-50.1,1.5,2.9,3.0,-0.2,-4.7,1.3,-3.7,-40.4,-0.9
Cc1cccc(COCC(Cc2ccccc2)N2CCN(C(=O)c3cc(Cl)cc(Cl)c3)CCC2=O)c1 (stereo unspecified),29.4,0.4,12.5,-19.7,-2.3,1.0,1.7,12.6,-0.4,4.0
COc1cc(NC(=O)c2ccccc2)c(OC)cc1Cl,16.0,2.6,20.6,-24.9,-0.4,2.0,-1.6,-4.5,-22.2,2.9
CC1=NN(/C(=N\c2nnc(C)s2)Nc2ccc(C)cc2)[C@H](c2ccc(C)cc2)S1,-11.5,18.4,9.5,-40.1,0.4,2.3,-0.1,-4.0,-0.9,10.8
COc1ccc(CCNc2oc(COc3ccccc3F)nc2C#N)cc1OC,·,·,·,-48.7,·,4.4,1.1,-2.2,·,·
CCOc1cc(/C=N/NC(N)=O)cc(Br)c1OCC(=O)Nc1cccc2ccccc12,35.3,5.3,28.1,19.0,-0.8,-1.5,4.2,-0.3,5.8,-3.5
Cc1cc(C)nc(SCC(=O)Nc2cccc(S(=O)(=O)N(C)C)c2)n1,24.3,5.7,36.6,10.2,-0.7,-8.6,1.9,-1.1,-17.7,-1.9
Nc1c(C(=O)NCCc2ccccc2)nnn1Cc1ccc(Br)cc1F,2.5,-8.7,13.7,-20.6,0.1,6.8,-1.5,·,7.9,1.6
CCCCCc1cc(O)c2c(C)cc(=O)oc2c1,5.2,1.6,39.6,-2.7,0.4,-11.6,1.8,3.3,-1.3,-3.8
O=c1cc(CNc2cc(C(F)(F)F)cc(C(F)(F)F)c2)nc2sccn12,65.2*,6.7,-8.1,7.9,-0.2,16.6,2.3,2.9,-9.2,1.3
Cc1ccc(CS(=O)(=O)Cc2ccc(C(=O)NCc3cccs3)o2)cc1,8.3,-11.3,15.0,-0.6,-0.1,1.6,0.8,-5.2,-13.7,3.1
COCCCNC(=O)c1ccc(Cn2c(=O)c3ccccc3n(Cc3ccccc3C#N)c2=O)cc1,?,26.7,18.1,-13.8,-1.0,10.2,0.8,-3.7,-7.7,8.5
CCCCOCC(O)CCc1n[nH]c(=S)n1-c1ccccc1 (stereo unspecified),9.6,-5.9,5.0,2.5,-1.2,-5.6,-2.2,10.4,11.2,-10.1
O=C1c2ccccc2C(=O)N1CCOc1ccccc1Cl,-104.8,71.1*,-3.8,-118.2,4.7,-3.8,-1.6,-2.9,-2.3,30.6
COC(=O)c1ccc(CSc2nnc(-c3c[nH]c4ccccc34)n2-c2ccccc2)cc1,2.8,24.6,17.2,-11.4,0.2,-2.3,1.7,1.6,4.0,11.7
Cc1nn2c(-c3ccc(Cl)cc3Cl)nnc2s1,22.4,15.0,-2.2,11.8,-0.2,0.7,2.1,0.1,13.1,7.6
O=C(NCCCn1ccnc1)c1ccco1,-28.5,2.7,25.0,-4.4,0.2,-0.5,-3.0,-8.4,-6.6,-7.4
O=C(Nc1ccc2ccccc2c1)c1cccnc1,-161.1,6.7,13.3,-190.2,2.6,-2.7,0.7,-8.0,9.7,10.8
Cc1nnc2sc(SCc3ccc(Cl)cc3)nn2c1=O,-0.3,31.1,19.7,-38.8,0.9,-3.1,3.1,·,7.1,15.7
O=C(NCCCN1CCOCC1)c1onc(CSc2ccccn2)c1C(=O)NCCCN1CCOCC1,-14.1,-4.8,22.7,·,0.6,·,·,-7.0,-1.8,3.6
CCc1ccc2c(CN(C)Cc3ccccc3OC)cc(=O)oc2c1,13.1,15.7,6.0,-33.5,-0.6,3.3,-1.2,0.3,7.7,0.2
Cc1cc(O)c2c(CN3CCN(Cc4ccccc4)CC3)cc(=O)oc2c1,7.6,11.2,17.4,-13.9,-1.5,-3.8,-4.6,-4.6,0.3,2.5
Cn1c(=O)n(Cc2ccccc2)c(=O)c2c1nc1n2CCCN1Cc1ccccc1,29.0,1.4,24.6,-10.9,-0.3,0.4,2.1,-5.5,11.3,-3.3
C/C=C/COc1nc2c(c(=O)n(C)c(=O)n2C)n1C,-2.3,-28.4,8.0,2.1,0.0,-0.1,-1.6,0.0,1.8,-5.9
O=C(CSc1nccc(=O)[nH]1)Nc1ccc(F)c(Cl)c1,-17.1,-6.8,26.2,-16.8,-0.5,-0.3,-2.1,1.2,3.2,-1.4
Cn1c(SCC(=O)N2CCCCC2)nc2c(c1=O)SCC2,-28.2,-19.9,11.8,-12.9,0.1,-1.6,-3.4,·,-11.8,3.1
COc1ccc2oc(=O)c(C(=O)NCc3cccnc3)cc2c1,-9.1,-12.1,6.4,7.0,-0.1,1.8,-0.2,-13.4,10.9,-4.1
Cc1cccc(OCCCN2CCCCCC2)c1,1.2,-0.4,10.2,-14.4,0.6,-5.2,-1.1,5.9,4.7,-7.0
COC(=O)C1=C(C(=O)OC)[C@@H]2N(Cc3ccccc3)c3ccccc3[C@@]23C[C@@H](C(=O)OC)N(C(=O)C2CCC2)C3=N1,-14.4,-1.8,20.4,·,-1.0,·,·,-12.6,6.1,4.0
COc1ccccc1N(C)S(=O)(=O)c1ccc(Cl)c(C(=O)Nc2ccncc2)c1,19.1,3.1,5.7,·,-1.1,·,·,-2.7,2.0,1.4
O=C(NCc1ccc(Cl)cc1)C(=O)NCC1OCCN1S(=O)(=O)c1cc(F)ccc1F (stereo unspecified),15.6,0.4,23.5,-20.3,-0.3,-3.5,-4.0,15.3,-43.0,-2.4
Cc1nn(C)cc1NC(=O)CC12CC3CC(CC(C3)C1)C2,33.7,25.3,-5.2,-1.4,-0.1,4.9,-1.1,-2.0,-4.3,-5.0
N#Cc1ccc(OCC(=O)NCC2(N3CCCCC3)CCCCC2)cc1,5.0,1.6,-27.8,-18.5,-0.4,2.7,-4.4,-5.4,7.6,-6.0
C=C(C)C(=O)Nc1cccc(C2=NOC3(C2)C[C@@H](C(N)=O)N(C(=O)CC(c2ccccc2)c2ccccc2)C3)c1 (stereo partly specified),33.6,2.6,14.9,·,0.0,·,·,10.3,2.1,5.6
O=C(C1CCN(S(=O)(=O)c2c(Cl)cccc2Cl)CC1)N1CCCCCCC1,16.5,2.4,65.6,·,-0.3,·,·,-5.3,-14.9,2.3
COC(=O)[C@H](CC(C)C)NS(=O)(=O)c1ccccc1,-1.3,2.7,1.1,-19.1,-0.1,-1.3,-4.3,-5.4,-0.1,-5.9
CCn1cc(C(=O)NCC2CCCO2)c(=O)c2cc(S(=O)(=O)N(C)C)ccc21 (stereo unspecified),2.2,4.5,3.0,6.9,0.0,2.2,-0.6,4.4,1.4,5.2
O=C(NC(=S)N1CCN(c2ccc(Cl)cc2[N+](=O)[O-])CC1)c1ccco1,7.2,9.2,18.4,7.9,1.4,8.1,1.0,9.9,-26.6,-11.7
COc1ccc(C(=O)Nc2ccc(NC(=O)c3cccs3)cc2)cc1Cl,-11.1,-1.3,11.5,-11.1,0.4,-7.1,-8.2,-10.3,-2.7,-2.0
CN(C)CCCNC(=O)c1ccc(=O)[nH]n1,-4.3,-17.7,9.4,-10.1,-0.1,0.6,8.2,4.2,1.5,2.0
O=C(NC(=O)c1c(Cl)cccc1Cl)Nc1ccc(Oc2cccnc2)nc1,·,·,23.3,-9.9,·,-3.0,-1.9,1.1,·,·
